All columns: NCI-60 one-dose screen, growth in % after 48 h at 10 µM unless noted; 100 = growth as untreated, 0 = no growth, -100 = all killed.
RPMI-8226 – RPMI-8226 leukemia cells; actives 7.5% (n = 77,000)
CCRF-CEM – CCRF-CEM leukemia | actives 7% (n = 77,000) | AID 1794778
MOLT-4 – MOLT-4 leukemia cells; actives 6.9% (n = 80,000); AID 1794779
EKVX – EKVX NSCLC; AID 1794765; actives 3% (n = 71,000)
HOP-92 – HOP-92 NSCLC cells | actives 6.3% (n = 71,000) | AID 1794738
SR – SR leukemia cells | actives 8.7% (n = 73,000) | AID 1794780
K-562 – K-562 leukemia; actives 7.4% (n = 78,000); AID 1794777
HOP-62 – HOP-62 NSCLC. actives 3.9% (n = 80,000). AID 1794735
The depositor's hits bear a star; & = joins results of further samples. The calls were made as follows: active = growth percent below 10; inactive = the rest.

COc1cc2oc(-c3cccc(NC(=O)[C@H](C)NC(=O)OC(C)(C)C)c3)cc(=O)c2c(OC)c1OC was read as RPMI-8226 66, CCRF-CEM 71, MOLT-4 75, EKVX 94, HOP-92 75, SR 63, K-562 81 and HOP-62 114.
For N#CSc1ccc(O)c2ccccc12 the results were RPMI-8226 85, CCRF-CEM 22, MOLT-4 63, EKVX 111, HOP-92 90, SR 69, K-562 73 and HOP-62 101.
For CC(O)c1ccc(Sc2ccccc2)cc1 (stereo unspecified) the results were RPMI-8226 82, CCRF-CEM 96, MOLT-4 85, EKVX 107, HOP-92 82, SR 94, K-562 70 and HOP-62 87.
For COC(=O)/C(CCC=C(C)C)=C1\[C@@H](OC(C)=O)C[C@@]2(C)[C@H]1C[C@@H](O)[C@H]1[C@@]3(C)CC[C@H](NCCCNCCCCNCCCN)[C@@H](C)[C@@H]3CC[C@@]12C the results were RPMI-8226 20, CCRF-CEM 71, MOLT-4 65, EKVX 66, HOP-92 53, SR 42, K-562 33 and HOP-62 52.
Screening CCOc1nc(-c2ccccc2)cc2c(O)c(C(=O)n3nc(C)cc3C)[nH]c(=O)c12 returned RPMI-8226 103, CCRF-CEM 97, MOLT-4 99, SR 96, K-562 87 and HOP-62 105.
Screening COc1cccc(C2CC(=O)Nc3c(-c4ccc(F)cc4)nsc32)c1 (stereo unspecified) returned RPMI-8226 59, CCRF-CEM 80, MOLT-4 66, HOP-92 76, SR 65, K-562 64 and HOP-62 102.
Cc1cc(/C=C/c2ccccc2)nc2ccccc12 was read as RPMI-8226 70, CCRF-CEM 88, MOLT-4 78, HOP-92 42, SR 80, K-562 77 and HOP-62 91.
`C=CCN1C(=O)C2C3C=CC(C3)C2C1=O` (stereo unspecified) gave RPMI-8226 107, CCRF-CEM 93, MOLT-4 100, EKVX 113, HOP-92 103, K-562 113 and HOP-62 102.
Screening CCC(O)(CC)C(C(=O)O)c1ccccc1 (stereo unspecified) returned RPMI-8226 100, CCRF-CEM 103, MOLT-4 110, EKVX 95, HOP-92 82, SR 109, K-562 113 and HOP-62 98.
`Nc1ncnc2c1ncn2[C@@H]1O[C@H](CO)[C@@H](O)[C@H]1O` gave CCRF-CEM 103, EKVX 113, HOP-92 91, K-562 101 and HOP-62 95.
`Cc1ccc(S(=O)(=O)NCCNc2nccc(-c3c(-c4ccc(F)cc4)nc4sccn34)n2)cc1` gave RPMI-8226 57, CCRF-CEM 48, MOLT-4 48, SR 23, K-562 37 and HOP-62 75.
For CC1Cc2c(Cl)ncnc2N(C)c2ccc(F)cc21 (stereo unspecified) the results were RPMI-8226 98, CCRF-CEM 96, MOLT-4 89, EKVX 88, HOP-92 66, SR 95, K-562 99 and HOP-62 93.
`COC(=O)c1ccc(Cl)c(Cl)c1` gave RPMI-8226 107, CCRF-CEM 104, MOLT-4 93, EKVX 104, HOP-92 105, SR 98, K-562 99 and HOP-62 96.
Screening c1csc(-c2nc3c4c5c(sc4ncn3n2)CCC5)c1 returned RPMI-8226 72, CCRF-CEM 88, MOLT-4 80, HOP-92 56, SR 70, K-562 90 and HOP-62 91.
O=C(O)CNC(=O)CNC(=O)CNC(=O)CNC(=O)OCc1ccccc1 was read as RPMI-8226 105, CCRF-CEM 113, MOLT-4 104, EKVX 88, HOP-92 96, K-562 95 and HOP-62 108.
For CCCCCc1ccc(S(=O)(=O)Nc2cccc(-c3csc(N4CCN(C)CC4)n3)c2)cc1 the results were RPMI-8226 54, CCRF-CEM 93, MOLT-4 79, EKVX 61, HOP-92 75, SR 63, K-562 63 and HOP-62 88.
Screening CC(=O)OC[C@H]1O[C@@H](NS(N)(=O)=O)C(OC(C)=O)C(OC(C)=O)C1OC(C)=O (stereo partly specified) returned RPMI-8226 102, MOLT-4 113, EKVX 100, HOP-92 86, SR 112, K-562 98 and HOP-62 103.
CN(C)CC1CCCC(CN(C)C)C1O (stereo unspecified) was read as RPMI-8226 97, CCRF-CEM 99, MOLT-4 94, EKVX 117, HOP-92 101, SR 96, K-562 99 and HOP-62 102.
For O=C(Nc1ccc(OCc2ccc(Cl)cc2)cc1)Nc1ccc(Cl)c(C(F)(F)F)c1 the results were RPMI-8226 -9.5*, MOLT-4 9.9*, EKVX 2.6*, SR 2.5*, K-562 7.6* and HOP-62 19.
For CCCCn1cc(CCCCCC(=O)CC(=O)N[C@H]2CCOC2=O)nn1 the results were RPMI-8226 108, CCRF-CEM 107, MOLT-4 120, EKVX 103, HOP-92 108, K-562 107 and HOP-62 102.
Screening O=c1cc(O)c2ccccc2[nH]1 returned RPMI-8226 105&97, CCRF-CEM 87&110, MOLT-4 101, EKVX 124&109, HOP-92 86&104, SR 88, K-562 109 and HOP-62 111&107.
C(CCN1CCOCC1)CN1CCOCC1 was read as RPMI-8226 100, MOLT-4 100, HOP-92 90, K-562 101 and HOP-62 90.
Screening CC(Oc1nc2c(c(=O)n(C)c(=O)n2C)n1C)C1CCCCC1 (stereo unspecified) returned RPMI-8226 105, CCRF-CEM 120, MOLT-4 104, EKVX 104, HOP-92 77, SR 122, K-562 92 and HOP-62 94.
Oc1ccccc1C1CCCCC1 was read as RPMI-8226 101, MOLT-4 108, EKVX 107, HOP-92 101, SR 104, K-562 103 and HOP-62 108.
Screening CC1Cc2cc(Cl)ccc2-n2cccc21 (stereo unspecified) returned RPMI-8226 102, CCRF-CEM 104, MOLT-4 94, EKVX 107, HOP-92 93, SR 96 and K-562 96.
Screening Cc1cccc2c(=O)n(C(=O)c3ccccc3)c(N)nc12 returned RPMI-8226 78, CCRF-CEM 88, MOLT-4 100, SR 79, K-562 94 and HOP-62 92.
Screening NN(Cc1ccccc1)c1ccccc1 returned RPMI-8226 89, CCRF-CEM 91, MOLT-4 105, EKVX 87, HOP-92 93, SR 108, K-562 100 and HOP-62 100.
Screening O=C1CCC(OC(=O)c2ccccc2)CC1 returned RPMI-8226 100, CCRF-CEM 99, MOLT-4 95, EKVX 94, HOP-92 105, SR 94, K-562 100 and HOP-62 101.
Screening O=C(CCCN1CCC2(CCCCC2)CC1)c1ccc(F)cc1 returned RPMI-8226 104, CCRF-CEM 88, MOLT-4 106, EKVX 97, HOP-92 113, SR 106, K-562 95 and HOP-62 104.
Screening C=C(C)[C@@H]1CC[C@]2(COCCCNCCC#N)CC[C@]3(C)[C@H](CC[C@@H]4[C@@]5(C)CC[C@H](OCCC#N)C(C)(C)[C@@H]5CC[C@]43C)[C@@H]12 returned RPMI-8226 105, CCRF-CEM 97, MOLT-4 105, EKVX 87, HOP-92 99, SR 95, K-562 98 and HOP-62 108.
`O=C1CNC(=S)N1` gave RPMI-8226 97, CCRF-CEM 89, MOLT-4 111, EKVX 103, HOP-92 69, SR 108, K-562 121 and HOP-62 99.
O=C1OC(c2cc(I)c(O)c(I)c2)(c2cc(I)c(O)c(I)c2)c2ccccc21 was read as RPMI-8226 70, CCRF-CEM 90, MOLT-4 135, EKVX 90, HOP-92 89, K-562 94 and HOP-62 97.
Screening CCCCNS(=O)(=O)c1ccccc1 returned RPMI-8226 99, CCRF-CEM 98, MOLT-4 106, EKVX 129, HOP-92 95, SR 123, K-562 107 and HOP-62 100.
Screening CCOC(=O)c1c(C)nc2c(c1N)/C(=C/c1cccs1)C(=O)N2c1ccc(OC)cc1 returned RPMI-8226 75, CCRF-CEM 92, MOLT-4 81, EKVX 50, HOP-92 22, SR 56, K-562 59 and HOP-62 10.
Screening Cc1ccc(-c2nc3c(c(-c4ccccc4)nn3-c3ccccc3)c(-c3ccc(O)cc3)c2C#N)cc1 returned RPMI-8226 21, CCRF-CEM 39, MOLT-4 40, EKVX 74, HOP-92 75, K-562 22 and HOP-62 40.
CCN(CC)C(CC(=O)c1ccccc1)C(=O)c1ccccc1 (stereo unspecified) was read as RPMI-8226 86, CCRF-CEM 30, MOLT-4 28, EKVX 98, HOP-92 93, SR 29, K-562 38 and HOP-62 116.
`COc1cc(OC)c(/C=C/C(=O)c2c(OC)cc(OC)cc2OC)c(OC)c1` gave RPMI-8226 -6.7*, CCRF-CEM 6.3*, MOLT-4 -2.8*, EKVX 38, HOP-92 130, SR -12*, K-562 9.0* and HOP-62 27.
For O=[N+]([O-])c1cc([N+](=O)[O-])c2ccccc2c1O the results were RPMI-8226 80, CCRF-CEM 80, MOLT-4 104, EKVX 91, SR 102, K-562 105 and HOP-62 86.
Screening N#C/C(=C\c1ccccc1)c1cc2ccccc2[nH]1 returned RPMI-8226 69, CCRF-CEM 75, MOLT-4 72, EKVX 75, HOP-92 69, SR 88, K-562 70 and HOP-62 90.
For O=C(Cn1c(/C=C/c2ccc3c(c2)OCO3)nc2ccccc2c1=O)Nc1ccccc1 the results were RPMI-8226 104, CCRF-CEM 92, EKVX 99, HOP-92 85 and HOP-62 73.

As a short view, part of the list above:
Screening CCOc1nc(-c2ccccc2)cc2c(O)c(C(=O)n3nc(C)cc3C)[nH]c(=O)c12 returned RPMI-8226 103, CCRF-CEM 97, MOLT-4 99, SR 96, K-562 87 and HOP-62 105.
Screening COc1cccc(C2CC(=O)Nc3c(-c4ccc(F)cc4)nsc32)c1 (stereo unspecified) returned RPMI-8226 59, CCRF-CEM 80, MOLT-4 66, HOP-92 76, SR 65, K-562 64 and HOP-62 102.
Cc1cc(/C=C/c2ccccc2)nc2ccccc12 was read as RPMI-8226 70, CCRF-CEM 88, MOLT-4 78, HOP-92 42, SR 80, K-562 77 and HOP-62 91.
`C=CCN1C(=O)C2C3C=CC(C3)C2C1=O` (stereo unspecified) gave RPMI-8226 107, CCRF-CEM 93, MOLT-4 100, EKVX 113, HOP-92 103, K-562 113 and HOP-62 102.
Screening CCC(O)(CC)C(C(=O)O)c1ccccc1 (stereo unspecified) returned RPMI-8226 100, CCRF-CEM 103, MOLT-4 110, EKVX 95, HOP-92 82, SR 109, K-562 113 and HOP-62 98.
`Nc1ncnc2c1ncn2[C@@H]1O[C@H](CO)[C@@H](O)[C@H]1O` gave CCRF-CEM 103, EKVX 113, HOP-92 91, K-562 101 and HOP-62 95.
`Cc1ccc(S(=O)(=O)NCCNc2nccc(-c3c(-c4ccc(F)cc4)nc4sccn34)n2)cc1` gave RPMI-8226 57, CCRF-CEM 48, MOLT-4 48, SR 23, K-562 37 and HOP-62 75.
For CC1Cc2c(Cl)ncnc2N(C)c2ccc(F)cc21 (stereo unspecified) the results were RPMI-8226 98, CCRF-CEM 96, MOLT-4 89, EKVX 88, HOP-92 66, SR 95, K-562 99 and HOP-62 93.
`COC(=O)c1ccc(Cl)c(Cl)c1` gave RPMI-8226 107, CCRF-CEM 104, MOLT-4 93, EKVX 104, HOP-92 105, SR 98, K-562 99 and HOP-62 96.
Screening c1csc(-c2nc3c4c5c(sc4ncn3n2)CCC5)c1 returned RPMI-8226 72, CCRF-CEM 88, MOLT-4 80, HOP-92 56, SR 70, K-562 90 and HOP-62 91.
O=C(O)CNC(=O)CNC(=O)CNC(=O)CNC(=O)OCc1ccccc1 was read as RPMI-8226 105, CCRF-CEM 113, MOLT-4 104, EKVX 88, HOP-92 96, K-562 95 and HOP-62 108.
For CCCCCc1ccc(S(=O)(=O)Nc2cccc(-c3csc(N4CCN(C)CC4)n3)c2)cc1 the results were RPMI-8226 54, CCRF-CEM 93, MOLT-4 79, EKVX 61, HOP-92 75, SR 63, K-562 63 and HOP-62 88.
Screening CC(=O)OC[C@H]1O[C@@H](NS(N)(=O)=O)C(OC(C)=O)C(OC(C)=O)C1OC(C)=O (stereo partly specified) returned RPMI-8226 102, MOLT-4 113, EKVX 100, HOP-92 86, SR 112, K-562 98 and HOP-62 103.

(more compounds)
`Cc1ccc(S(=O)(=O)NCCCNC(=O)OCc2ccccc2)cc1` gave RPMI-8226 81, CCRF-CEM 87, MOLT-4 93, EKVX 108, HOP-92 94, SR 97, K-562 126 and HOP-62 97.
`O=C(Cc1ccc([N+](=O)[O-])cc1)NCCc1ccc2c(c1)OCO2` gave CCRF-CEM 82, MOLT-4 95, EKVX 94, HOP-92 98 and K-562 83.
For CCOC(=O)/C(C#N)=C/c1ccc(O)cc1 the results were RPMI-8226 105, CCRF-CEM 120, MOLT-4 117, EKVX 115, SR 90, K-562 115 and HOP-62 104.
CN1CCN(CC(=O)Sc2nc(-c3ccco3)cc(-c3ccc(Cl)cc3Cl)n2)CC1 was read as RPMI-8226 45, CCRF-CEM 65, MOLT-4 46, EKVX 90, SR 43, K-562 14 and HOP-62 90.
For Cc1occc1-c1nc2s/c(=C/c3ccc(-c4cc(Cl)cc(Cl)c4)o3)c(=O)n2n1 the results were RPMI-8226 101, CCRF-CEM 92, MOLT-4 121, EKVX 102, HOP-92 62, K-562 111 and HOP-62 106.
For O=C1N=C2SCCN2/C1=C\c1cccc(OCc2ccc(Cl)cc2)c1 the results were RPMI-8226 108, CCRF-CEM 97, MOLT-4 87, EKVX 103, HOP-92 107, SR 93, K-562 92 and HOP-62 110.

Source: PubChem
